Bioassay records: PubChem, several laboratories
BoNT-A LC inh2 – blocks Botulinum neurotoxin A light chain protease | multiplex microsphere protease substrate cleavage, flow cytometry | AID 588499 | inhibition, % at 10 µM | 360,000 tested, 0.17% active; further: plate controls were buffer without enzyme for full effect and enzyme alone for no effect
PrPC surface inh – inhibitors of human cell surface prion protein PrPC; AID 720596; 370,000 tested, 0.43% active; P04156; inhibition, % at 13.8 µM; TR-FRET read-out; in the data active means inhibition above about 24%; further: 0% = median of the test wells and 100% = reference compound wells
BoNT F protease – inhibitors of Botulinum neurotoxin F light chain protease; 360,000 tested, 0.22% active; Multiplex microsphere protease cleavage assay, flow cytometry; AID 588497; inhibition, % at 10 µM; in the data active means inhibition above about 35%, passing the limit was not always enough; inconclusive means no clear call, values can overlap the other calls; further: plate controls were buffer without enzyme for full effect and enzyme alone for no effect
FadD28 FP inh – M. tuberculosis FadD28 bisubstrate binding inhibition | 360,000 tested, 0.22% active | inhibition, % at 12.5 µM | FadD28 bisubstrate probe binding, fluorescence polarization; in the data active means inhibition above about 8.5%, passing the limit was not always enough; inconclusive means no clear call, values can overlap the other calls
PfHsp40 rescue – restores yeast growth despite PfHsp40 toxicity; S. cerevisiae expressing PfHsp40, growth rescue, ATP luminescence; growth rescue, % at 12.5 µM; 340,000 tested, 0.68% active; in the data active means growth rescue above about 28%, passing the limit was not always enough; inconclusive means no clear call, values can overlap the other calls;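 further: yeast W303a lacking pdr1 and pdr3 grown in galactose medium; growth measured after three days at 30 °C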
CCHFV vOTU inh – blocks the CCHF virus ovarian tumor domain protease; 370,000 tested, 0.55% active; inhibition, % at 11.5 µM; CCHFV vOTU protease, Pep-AMC fluorescence; in the data active means inhibition above about 30%; further: 0% = vehicle wells with enzyme and 100% = no enzyme wells
Y pestis TopoI – blocks Yersinia pestis topoisomerase I activity | Y. pestis Topo-I cleavage product accumulation, plate reader | activity, % at 10 µM | 360,000 tested, 0.064% active | AID 504884; in the data active means activity above about 50%, passing the limit was not always enough; inconclusive means no clear call, values can overlap the other calls; further: inactives centre near 2
Anthrax LF prot – anthrax lethal factor protease inhibition; P15917; multiplex microsphere protease cleavage assay, LF; inhibition, % at 10 µM; 360,000 tested, 0.12% active; AID 588501; further: plate controls were buffer without enzyme for full effect and enzyme alone for no effect
TcdB inh – TcdB glycohydrolase inhibition | TcdB glycohydrolase enzymatic assay, plate reader | 350,000 tested, 0.24% active | inhibition, % at 9.99 µM | AID 652162 | P18177; in the data active means inhibition above about 10%
* = called active by the depositor; ? = inconclusive; nt = no result given; & = joins results of further samples. Unless noted, no stated cut-off is given here; in the data, active means inhibition above about 30%; inconclusive means no clear call, values can overlap the other calls; inactive means below that.

SMILES	BoNT-A LC inh2	PrPC surface inh	BoNT F protease	FadD28 FP inh	PfHsp40 rescue	CCHFV vOTU inh	Y pestis TopoI	Anthrax LF prot	TcdB inh
COc1ccc(-n2c(=O)/c(=C\c3cccs3)s/c2=C(/C#N)C(=O)NCCN2CCOCC2)cc1	0.3	1.6	-1.8	0.9	1.4	6.2	-4.0	1.0	nt
COC(C[C@H](O)CC(=O)[C@H](C)OCc1ccccc1)OC	0.3	-5.3	-6.1	0.2	0.1	-9.4	14.0	2.5	-1.6
CCN(CC)CCCn1c2c(c(SCC(=O)Nc3cc(OC)cc(OC)c3)nc1=O)CCC2	0.2	-4.5	8.8	-1.0	-0.3	-0.7	0.7	4.1	4.8
Cc1ccc2cc(COC(=O)c3cccc([N+](=O)[O-])c3)c(=O)[nH]c2c1	1.4	2.4	-0.5	-3.1	5.3	3.7	5.6	-1.4	0.8
CCOCCCNC(=S)N1C2CCC1CC(NC(=O)Nc1ccc(C(=O)OCC)cc1)C2 (stereo not given)	0.9	5.0	-1.4	-2.8	-0.6	7.5	3.0	4.6	0.4
CCc1ccc(N2CC(C(=O)Nc3cc(C)on3)CC2=O)cc1 (stereo not given)	-0.2	2.5	-11.3	-3.4	1.2	-0.3	6.0	-0.6	0.6
Cc1nn(C)cc1CN(C)C(=O)c1cc2nc(-c3ccco3)cc(C(F)(F)F)n2n1	0.0	-21.5	-8.5	-4.5	-1.9	-6.4	7.2	1.2	nt
COc1ccc(-c2ccc(/C=C3/C(=N)N4C(C)=CSC4=NC3=O)o2)c([N+](=O)[O-])c1	1.9	1.9	-3.9	3.5	-0.5	-7.5	-2.5	-1.0	nt
Cc1cccc(-n2c(O)c(C=Nc3ccccc3O)c3ccccc3c2=O)n1	0.7	-26.8	-7.4	2.6	-1.6	4.8	4.8	0.5	0.5
O=[N+]([O-])c1ccc(N2CCN(C(=S)NC3CCCCC3)CC2)cc1	0.0	-11.8	-8.0	-3.2	-0.6	6.2	-1.5	-2.9	nt
O=C(Nc1cccc(Cl)c1)c1cc(S(=O)(=O)N2CCCCC2)c[nH]1	-0.2	-0.6	-3.1	-1.3	-0.2	15.0	-0.9	-7.7	0.4
CN(Cc1ccon1)Cc1cn(C)nc1-c1ccc2c(c1)OCCO2	2.0	-1.0	13.7	-1.6	-0.1	-13.6	-5.9	-5.5	0.6
O=C(Nc1ccc2nc[nH]c2c1)c1ccco1	0.1	4.3	1.1	-2.7	-0.6	-2.1	-0.3	0.3	nt
O=C(O)c1ccc(NC(=O)c2ccccc2NC(=O)c2cccc(F)c2)cc1	-1.5	-0.8	?	-4.0	-1.1	-12.0	-0.2	-0.1	-0.8
C[C@]12c3[nH]c4ccccc4c3CCN1C(=O)C(CC(=O)NCc1ccco1)C[C@@H]2C(=O)N1CCOCC1 (stereo not given in full)	-0.3	4.1	-2.3	-3.3	0.9	-7.3	7.0	-4.5	0.2
N#CC(C(N)=O)=C1CCC2(CC1)OCCCCO2	1.7	-3.2	25.6	2.3	0.4	1.5	-2.9	4.0	nt
CN(C)C(=O)N1CCC(C(=O)NCc2ccc(F)cc2Cl)CC1	1.5	-0.2	3.8	-2.0	-2.4	-14.4	-3.1	-0.4	nt
O=C(Nc1ccc([N+](=O)[O-])cc1)C1COc2ccccc2O1 (stereo not given)	-1.0	0.5	?	1.1	1.5	12.5	4.4	14.8	0.5
CC(=O)NC1(C(F)(F)F)N=C(c2ccccc2)NC1=O (stereo not given)	1.2	-2.9	-3.7	-1.4	-0.2	-5.7	-2.6	0.8	nt
O=C(N/N=C/c1ccc([N+](=O)[O-])o1)c1ccccc1-n1cccc1	-1.8	-39.5	-11.9	-1.0	-1.3	19.6	-3.0	-2.3	1.2
Cc1ccc(OCC(=O)c2cc(C)n(-c3ccccc3)c2C)c([N+](=O)[O-])n1	-1.2	0.3	-3.1	-4.5	0.8	14.8	27.7	-3.2	nt
CCCn1c(=NC(=O)CS(=O)(=O)c2ccccc2)sc2cc(S(C)(=O)=O)ccc21	-1.1	-7.8	5.9	-4.2	11.9	5.5	-7.5	8.6	1.2
COc1ccc(/C=N/NC(=O)c2ccc3nc[nH]c3c2)c(OC)c1OC	nt	-5.9	nt	-3.7	-1.3	16.4	-3.7	nt	0.6
CCOC(=O)/C(C#N)=C/c1c(Oc2cccc(C)c2)nc2c(C)cccn2c1=O	0.9	5.4	9.0	-3.3	-0.4	-1.7	-3.6	4.5	0.1
CC(C)Oc1ccc(NC(=O)Oc2ccccc2)cc1	0.4	4.6	1.0	-3.2	-4.3	27.9	0.5	2.4	nt
Next part:
SMILES	BoNT-A LC inh2	PrPC surface inh	BoNT F protease	FadD28 FP inh	PfHsp40 rescue	CCHFV vOTU inh	Y pestis TopoI	Anthrax LF prot	TcdB inh
COc1ccc([C@H]2/C=C\CN(S(=O)(=O)/C=C/c3ccccc3)[C@@H](C)C(=O)N2Cc2ccc(F)cc2)cc1	0.3	4.6	-0.1	-1.5	0.8	5.7	7.8	4.9	-0.1
O=C1NC[C@H](CCCCN2C[C@H](Cc3ccc(O)cc3)N(CCc3ccc(O)cc3)C(=O)C2=O)N(CCc2ccccc2)C1=O	-0.7	-2.6	-0.9	nt	nt	2.8	nt	2.1	4.7
O=C(NC1CC1)C1CCN(c2nc3ccccc3s2)CC1	3.6	10.2	1.3	-1.1	-1.2	0.0	-5.9	7.8	0.5
Cc1nnc(N/N=C\c2ccc(-c3cccc(C(=O)O)c3)o2)n1N	-0.7	3.2	5.0	-2.9	-1.8	72.9*	1.4	-3.6	-5.6
Cc1ccc2c(c1)NC(=O)C(CC(=O)NCCN(C)C)O2 (stereo not given)	-0.6	-8.0	0.8	0.4	-1.4	-5.4	-0.2	0.1	0.4
Cc1cc(C)c(NC(=O)CCN2C(=O)c3ccccc3S2(=O)=O)c(C)c1	0.3	-0.3	3.6	1.8	-0.3	-4.9	-0.9	-0.5	0.2
CCCCCCn1c(O)c(C=NCCN2CCOCC2)c(=O)[nH]c1=O	0.1	6.4	-4.4	-2.4	-1.3	17.0	-4.4	0.0	0.0
CC(=O)c1cccc(NC=C2C(=O)OC3(CCCCC3)OC2=O)c1	-0.2	12.6	6.9	-0.7	-0.4	15.8	1.0	2.3	nt
CCCc1cc(=O)[nH]c(SCC(=O)N2CCc3ccccc3C2)n1	-0.5	-4.0	-2.7	-3.1	-0.5	10.6	2.3	-2.8	-0.1
CCOC(=O)C1=C(C)NC(=O)NC1c1cc(C)sc1C (stereo not given)	-0.2	-6.4	-7.7	-2.0	-0.6	1.0	-0.4	0.6	nt
O=C(NCCOC(=O)c1ccccc1)c1ccccc1	-0.9	-5.7	-7.7	-2.9	0.6	5.4	-1.5	0.5	0.5
CC(C)=C1C2CC2C2C(C(=O)O)C12 (stereo not given)	0.5	0.0	?	-2.3	-1.8	5.9	0.0	5.9	nt
CCOc1ccc(-c2nn[nH]n2)cc1	-0.9	-5.4	-0.9	-2.5	-0.8	12.5	2.1	-1.9	nt
COc1ccccc1NC(=O)NC1(C(=O)N2CCCCCC2)CCCCC1	0.7	4.0	4.1	-1.1	-0.2	2.0	9.2	-1.1	nt
COc1ccc(OCC(=O)N2CCCC(N3CCN(c4ccccc4C)CC3)C2)cc1 (stereo not given)	9.0	-8.0	19.8	0.4	0.3	4.6	30.6	4.0	1.1
O=C1NC(=S)S/C1=C\c1cc(Cl)cc(Cl)c1O	0.2	2.7	10.0	33.0*	1.2	30.5*	4.3	2.8	-1.4
CCc1nnc(NC(=O)CN2CCN(C3CCCCC3)CC2)s1	-1.1	-7.5	-5.3	0.3	-0.3	-1.2	3.1	-2.2	nt
CCCc1cc(=O)oc2cc(C)cc(OCC(=O)NC(Cc3c[nH]c4ccc(O)cc34)C(=O)O)c12 (stereo not given)	0.4	-6.1	3.1	-0.3	-0.2	-3.8	-8.1	-3.3	-0.8
CC1CCCC(NC(=O)C2N(CCCN3CCCC3)C(=O)C3C(C(=O)Nc4cccc(Cl)c4)C4C=CC32O4)C1C (stereo not given)	-8.9	-7.0&-11.5	-27.9	-1.5	0.5	-7.1&-3.5	3.4	-6.0	-0.4
Cc1nc(C(=O)Nc2ccccc2)sc1C1(C)CC(c2cccnc2)=NO1 (stereo not given)	0.0	-4.3	-6.0	-2.0	0.4	6.1	3.5	-9.4	1.8
Cc1nc2ccccc2c(=O)n1-c1ccc(F)c(NS(=O)(=O)c2ccccc2F)c1	?	7.6	8.3	-3.6	0.3	17.1	9.3	-1.9	0.5
CN(Cc1ccccc1)C(=O)c1ccco1	-0.2	3.5	-4.3	-1.1	-2.0	-4.0	-0.7	0.3	0.3
CC(NC(=O)Cn1c(NCCO)nc2ccccc21)C1CC2CCC1C2 (stereo not given)	-0.8	-1.5	-10.5	1.9	3.3	-7.0	1.4	2.4	-0.4
Cn1c(=Nc2ccc(N3CCOCC3)cc2)ccc2ccccc21	0.1	-6.1	-2.8	-0.9	0.1	17.1	0.1	2.9	nt
CC1CCN(c2ncnc3c2cnn3Cc2ccc(Cl)cc2)CC1	-0.6	6.2	-18.4	0.2	3.4	2.2	-1.4	-5.9	nt
Continued:
SMILES	BoNT-A LC inh2	PrPC surface inh	BoNT F protease	FadD28 FP inh	PfHsp40 rescue	CCHFV vOTU inh	Y pestis TopoI	Anthrax LF prot	TcdB inh
C=CCOc1c(Br)cc(CNc2ccc(NC(=O)C(C)C)c(OC)c2)cc1OC	?	7.0	4.8	-0.6	4.7	12.9	3.7	-8.6	nt
O=S(=O)(CC(CN1CCOCC1)N1CCOCC1)c1ccccc1 (stereo not given)	0.0	-0.5	-5.2	-2.5	-0.1	-17.3	-2.2	-3.0	-0.8
CC[n+]1c(/C=C/c2ccc(OC)c(OC)c2)ccc2ccccc21	-0.3	-46.6	?	-1.1	-1.6	-3.7	-18.3	-7.4	-4.1
COc1cc2c(cc1OC)CN(C(=S)Nc1ccc(C)cc1C)CC2	-2.0	0.6	-15.5	-2.6	1.1	7.2	0.4	-2.2	nt
Cc1ccc(NC(=O)c2cc(-c3cccs3)nc3ccccc23)nc1	1.2	2.6	-1.0	-4.2	5.1	-28.1	-5.6	-1.5	0.7
CN(C)CCNC(=O)c1ccc2c(=O)n(Cc3ccc(Cl)cc3)c(=S)[nH]c2c1	1.5	-13.4	-4.7	-4.1	5.1	-8.4	-33.8	6.5	-7.8
O=S(=O)(Nc1cccc(-n2cnnn2)c1)c1ccc(Cl)cc1	-1.8	0.3	-6.5	0.5	-0.2	14.8	4.5	-3.4	-0.5
CN(C)C(CNC(=O)Cc1cccc(C(F)(F)F)c1)c1ccco1 (stereo not given)	-0.4	0.9	-3.7	-1.4	0.1	7.6	0.5	-0.2	-0.8
O=C(Nc1cccc(F)c1)Nc1nnc([C@@H]2C[C@H](O)[C@@H](CO)O2)s1	-0.2	-4.6	0.2	-4.7	nt	5.7	2.6	1.9	0.0
COc1ccc(-c2cnc(C(O)c3ccc(CN4CCCCC4)cc3)[nH]2)cc1 (stereo not given)	-0.4	0.2	-3.6	-1.0	nt	-0.5	-4.8	-3.8	0.7
N=C1/C(=C/c2cccs2)C(=O)N=C2SN=C(SCc3ccccc3)N12	-0.1	3.6	-7.0	-2.5	-0.6	13.6	-4.6	-10.8	nt
Cc1noc(N)c1C(=O)Nc1ccc(F)c(Cl)c1	1.0	-5.3	5.5	-4.6	-0.9	-1.8	0.5	3.0	nt
O=C(NCc1ccco1)C1CC(c2ccc(Cl)cc2)=NO1 (stereo not given)	-1.5	0.1	-8.4	-2.5	0.1	-7.9	1.1	-2.6	0.7

Grouped by structure: those above with a COOH group.
SMILES	BoNT-A LC inh2	PrPC surface inh	BoNT F protease	FadD28 FP inh	PfHsp40 rescue	CCHFV vOTU inh	Y pestis TopoI	Anthrax LF prot	TcdB inh
O=C(O)c1ccc(NC(=O)c2ccccc2NC(=O)c2cccc(F)c2)cc1	-1.5	-0.8	?	-4.0	-1.1	-12.0	-0.2	-0.1	-0.8
Cc1nnc(N/N=C\c2ccc(-c3cccc(C(=O)O)c3)o2)n1N	-0.7	3.2	5.0	-2.9	-1.8	72.9*	1.4	-3.6	-5.6
CC(C)=C1C2CC2C2C(C(=O)O)C12 (stereo not given)	0.5	0.0	?	-2.3	-1.8	5.9	0.0	5.9	nt
CCCc1cc(=O)oc2cc(C)cc(OCC(=O)NC(Cc3c[nH]c4ccc(O)cc34)C(=O)O)c12 (stereo not given)	0.4	-6.1	3.1	-0.3	-0.2	-3.8	-8.1	-3.3	-0.8
